bIAP activator – bovine intestinal alkaline phosphatase activators, primary screen, biochemical, bovine IAP, CDP-star luminescence. alkaline phosphatase, intestinal [Bos taurus]. purified bovine IAP, 30 min; stronger effect = higher value; fold of DMSO-control signal, blank-subtracted. activation factor at 20 µM. hit rate 0.17% among 200,000;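 active means activation factor of 2 or more at 20 µM, a signal rise over negative controls twice the positive control's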
bIAP inh – bovine intestinal alkaline phosphatase inhibitors, primary screen, selectivity assay for TNAP inhibitor project, biochemical, bovine IAP, CDP-star luminescence. purified bovine IAP, 30 min. 190,000 tested, under 10 active. AID 1019, 2008. inhibition, % at 20 µM;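 active means over 50% inhibition of intestinal alkaline phosphatase at 20 µM in the single-dose screen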
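System: purified bovine intestinal alkaline phosphatase (IAP) enzyme; Input: IAP diluted 1/65,000,000 in the well; Measured by: CDP-star luminescence signal; Compound dosing: 20 µM single dose; Incubation: 30 min reaction at room temperature.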
PPARg SRC-3 ag – PPARgamma agonists recruiting SRC-3 coactivator, primary screen, biochemical; Peroxisome proliferator-activated receptor gamma (Homo sapiens), P37231; biochemical PPARgamma/SRC-3 coactivator recruitment assay; activation, % at 8 µM; hit rate 0.26% among 200,000; AID 731, 2007; in the data active means activation above about 23%;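 further: 0% = DMSO and 100% = reference agonist; some compounds past the cut are filed as inactive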
Target sequence (P37231 whole entry, looked up): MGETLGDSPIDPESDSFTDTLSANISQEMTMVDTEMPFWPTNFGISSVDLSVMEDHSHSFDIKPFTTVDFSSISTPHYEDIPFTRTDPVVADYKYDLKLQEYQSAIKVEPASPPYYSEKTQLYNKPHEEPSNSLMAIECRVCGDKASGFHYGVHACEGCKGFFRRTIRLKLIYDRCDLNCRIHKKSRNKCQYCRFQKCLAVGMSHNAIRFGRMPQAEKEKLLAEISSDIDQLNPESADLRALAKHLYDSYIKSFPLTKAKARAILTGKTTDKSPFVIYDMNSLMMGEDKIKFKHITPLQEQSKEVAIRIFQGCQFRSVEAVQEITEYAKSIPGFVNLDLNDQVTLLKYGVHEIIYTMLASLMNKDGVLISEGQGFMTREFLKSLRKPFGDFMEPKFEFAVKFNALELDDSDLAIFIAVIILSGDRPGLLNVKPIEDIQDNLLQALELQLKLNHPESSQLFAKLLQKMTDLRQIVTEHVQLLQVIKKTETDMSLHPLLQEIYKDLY
PPARg SRC2 recr – agonists of PPARg-SRC-2 recruitment, primary screen, biochemical, HTS | Peroxisome proliferator-activated receptor gamma (Homo sapiens), P37231 | PPARgamma LBD-SRC-2 recruitment | activation, % at 8 µM | hit rate 0.34% among 200,000 | AID 1032, 2008; in the data active means activation above about 22%;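 further: 0% = vehicle and 100% = reference agonist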
TR-FRET SRC-2 ct – TR-FRET signal artefacts, primary screen, artefact control for PPARgamma SRC-2 agonist project, biochemical | TR-FRET artefact counter-screen; stronger effect = higher value | TR-FRET ratio at 8 µM | hit rate 0.4% among 200,000 | AID 1049, 2008; in the data active means TR-FRET ratio above about 2000; further: inactives centre near 1500
PPARg SRC-1 ag – PPARgamma agonists recruiting SRC-1 coactivator, primary screen, biochemical; PPARgamma-SRC-1 coactivator recruitment biochemical assay; activation, % at 8 µM; hit rate 0.41% among 200,000; in the data active means activation above about 19%;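 further: 0% = DMSO and 100% = reference agonist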
S1P3 antag – S1P3 receptor antagonists, primary screen, cell-based; Sphingosine 1-phosphate receptor 3 (Homo sapiens), Q99500; CHO S1P3 NFAT-BLA reporter, FRET fluorescence, antagonist mode; inhibition, % at 4.98 µM; hit rate 0.27% among 170,000;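 active means inhibition above the plate cutoff, the mean inhibition of test wells on that plate plus 3 SD, cut at about 28% in these data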;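 further: cells challenged with S1P at its EC80 of 0.8 µM; blue over green emission ratio from cleaved BLA substrate after 4 h stimulation; 0% = S1P-stimulated wells and 100% = unstimulated DMSO-only wells; some compounds past the cut are filed as inactive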
L major viab – Leishmania major promastigote growth inhibition, primary screen. inhibition, % at 10 µM. hit rate 9% among 200,000. AID 1063, 2008. Leishmania major promastigotes, resazurin fluorescence viability; in the data active means inhibition above about 50%;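 further: promastigotes grown with compound for 44 hours at 28 °C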
Redox H2O2 prof – compounds producing H2O2 with reducing agent – biochemical, NIH compound library profiling, artefact control for MLSCN library redox annotation, primary screen | DTT-dependent redox cycling H2O2, phenol red/HRP absorbance; 100% = 100 µM peroxide control, 0% = buffer | activation, % at 10 µM | AID 878, 2007 | hit rate 0.03% among 200,000;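 active means activation of at least 50% relative to the plate's high and low controls in the primary single-dose screen; inactive means activation below 50%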;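 further: compound incubated with DTT at 0.8 mM final as the reducing agent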
TLR4-MyD88 BLA – inhibitors of TLR4-MyD88 association in cells, primary screen, cell-based, HeLa CL3-4, BLA complementation, FRET ratio; Toll-like receptor 4 (Homo sapiens) + Myeloid differentiation primary response protein …; hit rate 0.18% among 200,000; inhibition, % at 8.4 µM; HeLa CL3-4 TLR4/MyD88 BLA complementation; in the data active means inhibition above about 25%;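 further: 0% = vehicle and 100% = reference inhibitor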
ROMK primary – ROMK potassium channel modulators, primary screen, cell-based, thallium flux, MLSMR library; AID 1918, 2009; Tet-inducible ROMK, thallium flux fluorescence; actives lie on both sides; B-score at 10 µM; ATP-sensitive inward rectifier potassium channel 1 (Homo sapiens), P48048; hit rate 2% among 130,000;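 active means signal ratio slope over the read window, or its plate-corrected B-score, at least 3 SD from the plate mean, either direction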;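 further: B-score of the F/F0 ratio slope over 7 to 12 s after thallium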
Target sequence (P48048 whole entry, looked up): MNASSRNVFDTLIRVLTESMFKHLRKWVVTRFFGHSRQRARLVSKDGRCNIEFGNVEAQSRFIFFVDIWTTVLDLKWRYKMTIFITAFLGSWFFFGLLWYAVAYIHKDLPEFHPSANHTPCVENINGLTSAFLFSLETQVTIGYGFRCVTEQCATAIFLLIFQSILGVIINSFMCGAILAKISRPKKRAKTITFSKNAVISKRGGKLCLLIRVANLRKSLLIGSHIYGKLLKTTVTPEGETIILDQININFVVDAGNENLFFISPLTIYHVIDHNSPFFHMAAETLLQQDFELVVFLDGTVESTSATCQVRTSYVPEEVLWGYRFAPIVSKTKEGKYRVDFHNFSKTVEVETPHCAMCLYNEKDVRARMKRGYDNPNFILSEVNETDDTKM
* marks the source's active call; other numbers are inactive results; . = no result given.

SMILES | bIAP activator | bIAP inh | PPARg SRC-3 ag | PPARg SRC2 recr | TR-FRET SRC-2 ct | PPARg SRC-1 ag | S1P3 antag | L major viab | Redox H2O2 prof | TLR4-MyD88 BLA | ROMK primary
CCc1cccc(CC)c1NC(=O)COn1nnc2ccc(C(F)(F)F)cc21 | 1 | -3 | -1 | 9 | 1525 | 7 | 5 | -2 | 0.4 | 0 | .
Cc1cccc(-n2nc3c([n+]2[O-])CCc2nonc2-3)c1C | 0.9 | 11 | 2 | -12 | 1449 | -2 | 9 | 32 | 0.2 | -3 | 0.9
Cc1ccc(CNc2nc(Cl)c(C#N)s2)cc1 | 1 | 1 | -4 | 1 | 1517 | 6 | -5 | 2 | -1.7 | -8 | 1.1*
CC(/C=N\N1CCN(c2ccc(Cl)cc2)CC1)=C\c1ccccc1 | 0.7 | 26 | 0 | -7 | 1477 | 5 | . | -4 | 3.3 | -1 | .
COc1ccc(CN(CC(=O)NC2CCCC2)C(=O)c2ccc(-c3ccccc3)[nH]2)cc1 | 1.2 | -18 | -1 | -5 | 1581 | -5 | -19 | 15 | 0.0 | -6 | -1
CN(C)C(=O)c1c([N+](=O)[O-])ncn1C | 0.9 | 12 | 2 | 5 | 1647 | 9 | 2 | -1 | -0.6 | 3 | 0.23
O=C(Cn1cnc2c(cnn2-c2ccc(F)cc2)c1=O)N1CCCc2ccccc21 | 1 | -4 | -4 | -1 | 1562 | 6 | 2 | -6 | 0.2 | 11 | -2
CCCCC(=O)Nc1ccc2c(c1)nc1n2CCSC1 | 1.1 | -14 | 4 | -1 | 1516 | 0 | 24 | -4 | -0.6 | -2 | -0.25
CC(NC(=O)c1ccc(S(=O)(=O)N(C)C)cc1)c1ccccc1 (stereo not drawn) | 0.9 | 13 | -13 | 3 | 1455 | -1 | -7 | -5 | 5.5 | -11 | .
O=C(c1cc(=O)c2ccccc2o1)N1CCN(c2ccccc2)CC1 | 1.2 | -22 | 0 | -8 | 1584 | -2 | -11 | 14 | -0.4 | 9 | 1.4
CCn1c(O)c(/C=N/n2cnnc2)sc1=S | 0.8 | 20 | 5 | 15 | 1754 | 0 | -11 | -4 | -0.3 | 8 | 0.74
CCOC(=O)CSc1n[nH]c(NC(=O)c2cccc(C(F)(F)F)c2)n1 | 1 | 0 | 3 | 7 | 1655 | 0 | . | -3 | -0.5 | 4 | .
Cc1ccc(C(=O)CSc2nc3c([nH]2)c(=O)n(C)c(=O)n3C)cc1 | 1 | -4 | 2 | 9 | 1527 | 3 | -3 | -6 | 0.2 | 4 | 0.042
CC(=O)c1cccc(NC(=O)COC(=O)[C@@H](NC(=O)OCc2ccccc2)C(C)C)c1 | 0.8 | 20 | 5 | -2 | 1645 | 6 | -3 | -6 | 0.2 | -4 | .
CC(C)(C)c1ccc(C2C3=C(CCCC3=O)NC3=C2C(=O)c2ccccc23)cc1 (stereo not drawn) | 0.9 | 6 | 2 | 4 | 1761 | 1 | . | 88* | -9.2 | -11 | -1.1

Fetched by structure from the list above:
SMILES | bIAP activator | bIAP inh | PPARg SRC-3 ag | PPARg SRC2 recr | TR-FRET SRC-2 ct | PPARg SRC-1 ag | S1P3 antag | L major viab | Redox H2O2 prof | TLR4-MyD88 BLA | ROMK primary
Cc1cccc(-n2nc3c([n+]2[O-])CCc2nonc2-3)c1C | 0.9 | 11 | 2 | -12 | 1449 | -2 | 9 | 32 | 0.2 | -3 | 0.9
CCCCC(=O)Nc1ccc2c(c1)nc1n2CCSC1 | 1.1 | -14 | 4 | -1 | 1516 | 0 | 24 | -4 | -0.6 | -2 | -0.25
Cc1ccc(C(=O)CSc2nc3c([nH]2)c(=O)n(C)c(=O)n3C)cc1 | 1 | -4 | 2 | 9 | 1527 | 3 | -3 | -6 | 0.2 | 4 | 0.042

(cont.)
SMILES | bIAP activator | bIAP inh | PPARg SRC-3 ag | PPARg SRC2 recr | TR-FRET SRC-2 ct | PPARg SRC-1 ag | S1P3 antag | L major viab | Redox H2O2 prof | TLR4-MyD88 BLA | ROMK primary
Cc1cc2c(c(C)nn2-c2ccccc2)c(=O)o1 | 0.9 | 7 | -2 | 11 | 1497 | -6 | -12 | -4 | 0.1 | -1 | .
CCOC(=O)Cc1csc(NC(=O)CCN2C(=O)c3ccccc3C2=O)n1 | 1 | 4 | -8 | 13 | 1512 | -2 | -66 | -1 | -0.6 | -8 | .
Oc1ccc(Br)cc1/C=N/N1CCN(Cc2ccccc2)CC1 | 0.9 | 7 | -5 | 10 | 1510 | 4 | . | 4 | 0.2 | 6 | .
O=C1c2cccnc2C(O)N1Cc1cccs1 (stereo not drawn) | 1 | 0 | 3 | 1 | 1779 | 8 | -14 | -3 | -0.1 | 2 | -0.013
N#CC1(C#N)C(c2ccccc2)OC23CCCCC2C1(C#N)C(=N)O3 (stereo not drawn) | 1 | 2 | 0 | 3 | 1382 | -12 | -5 | 1 | -0.3 | -4 | -0.11
Cc1sc2nc(SCC(=O)NCc3ccco3)[nH]c(=O)c2c1C | 0.9 | 8 | 3 | 3 | 1532 | 12 | -16 | -10 | -0.1 | 2 | .
COc1ccc(NC(=O)Nc2cccc(C(=O)N3CCOCC3)c2)cc1OC | 1 | -4 | -4 | -2 | 1457 | -6 | . | -4 | 0.1 | -4 | -0.098
COc1ccc(C(=O)CSc2nc(C)cc(=O)[nH]2)cc1 | 1 | 3 | 0 | 3 | 1683 | 1 | -14 | -11 | -0.3 | -1 | 0.052
Cc1cc(Oc2ccc(C(C)(C)C)cc2)nc(N2CCOCC2)n1 | 0.9 | 6 | 2 | -1 | 1641 | 4 | . | -1 | 2.1 | 3 | -0.4
COc1ccccc1-c1nc(C#N)c(N2CCN(C(c3ccccc3)c3ccccc3)CC2)o1 | 1 | 3 | 3 | -4 | 1495 | -2 | -12 | 5 | 3.5 | 1 | .
CN(C)CCN(Cc1ccccc1)c1nccc(N(C)C)c1C#N | 1.1 | -10 | 7 | -3 | 1673 | 3 | . | 8 | 6.5 | -1 | -1.2
O=C1Cc2ccccc2Sc2cc(OCCCN3CCCCC3)ccc21 | 1 | 5 | 2 | 1 | 1602 | 1 | 12 | 100* | -0.2 | -1 | .
Cc1ccccc1OCCC(=O)OCC(=O)Nc1cc(S(=O)(=O)N2CCOCC2)ccc1Cl | 1 | 1 | 1 | -6 | 1485 | 1 | -8 | -5 | 0.0 | 5 | -0.016
O=C(CSc1nnc(CNc2ccc(F)cc2)n1CC1CCCO1)Nc1ccccc1 (stereo not drawn) | 0.6 | 39 | -13 | 9 | 1589 | -5 | . | 2 | 0.9 | 10 | .
COc1cccc(C(=O)NCc2ccc(N3CCN(C(=O)OC(C)(C)C)CC3)cc2)c1 | 1 | 3 | -8 | 4 | 1334 | -1 | . | -2 | 7.2 | -5 | .
N#Cc1ccc(-c2ccco2)nc1SCC(=O)c1ccc(Cl)cc1 | 1.1 | -9 | 16 | 0 | 1576 | 11 | . | -1 | -0.8 | 30* | -2.3
Cc1cc(Br)ccc1NC(=O)c1cnc(N2CCN(c3ccccn3)CC2)c2ccccc12 | 0.8 | 21 | 11 | -11 | 1485 | -1 | -7 | 22 | -0.8 | -4 | .
COc1ccccc1/C=C/C=C1N=C(/C=C/c2ccc(Cl)cc2)OC/1=O | 1.1 | -8 | 6 | 22 | 1822 | 6 | -2 | -4 | 0.1 | -15 | -2.6*
Cc1ccc(C)c(C(C)NC(=O)c2ccc(Br)o2)c1 (stereo not drawn) | 1 | -5 | 0 | 3 | 1549 | -4 | -11 | 2 | 0.4 | 0 | .
Cc1ccc(-c2nn(-c3ccccc3)cc2/C=N/NC(=O)c2ccc3c(c2)OCO3)cc1 | 1 | -1 | 2 | 11 | 1571 | -2 | . | 8 | 0.0 | 4 | .
CCOC1(OCC)N=C(N)C2(C#N)C(c3ccc(NC(C)=O)cc3)C12C#N (stereo not drawn) | 1 | 0 | 10 | 3 | 1505 | -3 | -4 | 2 | 0.7 | -12 | .
COc1ccccc1/C=C/C(=O)Nc1cccc(S(=O)(=O)NC2=NCCCCC2)c1 | 0.9 | 13 | 3 | -1 | 1652 | 7 | 3 | 11 | -2.6 | -15 | -1.2
CC(C)(C)c1[nH]c2ccccc2c1/C=N/O | 1 | 2 | 10 | 5 | 1769 | 7 | . | 2 | -0.1 | -7 | -0.013
Cc1cccc(NC(=O)c2cc(=O)n(Cc3ccccc3)c(=O)[nH]2)c1 | 0.9 | 7 | 1 | 9 | 1569 | -3 | 3 | -2 | -1.0 | -108 | -0.029
CCN1C(=O)C2C(c3ccccc3F)NC(Cc3ccc(O)cc3)(C(=O)OC)C2C1=O (stereo not drawn) | 0.9 | 10 | 0 | 4 | 1654 | 4 | 13 | -2 | 0.3 | 3 | 0.58
OC(COc1ccccc1)Cn1c2ccccc2c2ccccc21 (stereo not drawn) | 0.4 | . | 0 | -10 | 1560 | -1 | -2 | 70* | -0.3 | 4 | .
CCCCCCC1CC(C)(C(=O)CNc2nncs2)OC1=O (stereo not drawn) | 0.8 | 22 | 3 | 3 | 1417 | 2 | 6 | -6 | 0.5 | 2 | 0.21
COc1cccc(NC(=O)Cn2nnc(C(=O)Nc3ccccc3)c2N)c1 | 0.8 | 18 | -7 | -1 | 1641 | -1 | . | 9 | -1.3 | -2 | 0.082
CCOc1ccc(C2=Cc3cc(OC)c(OC)cc3C(=C(Cl)Cl)O2)cc1 | 1 | 3 | -1 | 2 | 1573 | -10 | . | -2 | 0.0 | 2 | -0.16
CCCCOC(=O)C1Cc2ccccc2C(=O)O1 (stereo not drawn) | 0.9 | 10 | -2 | 8 | 1582 | -4 | -6 | -2 | -0.2 | -3 | -0.36
O=C(CN1C2=NCCCN2c2ccccc21)c1ccc([N+](=O)[O-])cc1 | 1 | 4 | 4 | -7 | 1586 | 2 | -7 | 1 | 0.2 | 12 | -0.029
C/C(CCc1ccccc1)=N/NC(=O)C(=O)NC(C)c1ccccc1 (stereo not drawn) | 1 | 0 | 4 | 6 | 1704 | -1 | 12 | -5 | 0.3 | -1 | .
O=C(Nc1ccc2nsnc2c1)C1CC1 | 1 | 4 | 5 | 5 | 1503 | 11 | -1 | -9 | 0.2 | 2 | -0.62
CCc1c(C)nc2c(OC)cccc2c1SCCC(=O)O | 1.1 | -15 | -3 | -5 | 1465 | -4 | -4 | -6 | 0.3 | 9 | .
CS(=O)(=O)N1CCN(c2ccc(NC(=O)c3ccc(-c4ccc(Cl)cc4)o3)cc2)CC1 | 0.7 | 31 | -2 | 7 | 1428 | -3 | . | -4 | -0.4 | -1 | -0.13
CCC(=O)Nc1ccc(NC(=O)/C=C/c2ccc(Cl)cc2)cc1 | 0.9 | 7 | -3 | -8 | 1615 | -2 | 21 | -2 | 1.4 | 12 | .

High-throughput results (PubChem)
